From PubChem
Scp1 inh – Scp-1 phosphatase inhibitors, primary screen, biochemical, colorimetric, uHTS. 340,000 tested, 0.88% active. AID 493091, 2011. inhibition, % at 20 µM. Recombinant Scp1, phosphopeptide, malachite green phosphate absorbance;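 active = inhibition above about 50% at 20 µM, limit read from the data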;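 also: plate controls were DMSO wells with enzyme for no effect and wells lacking enzyme for full effect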
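Test system: SCP-1 phosphatase catalytic domain, residues 76-261 | Compound dosing: One concentration, 20 µM, with 1.0% DMSO | Schedule: 45 min room-temperature reaction, 5 min colour, 30 min stabiliser | Detection: Absorbance at 630 nm | Read-out basis: % inhibition of SCP-1 phosphate liberation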
STEP inh – STEP phosphatase inhibitors, primary screen, biochemical, fluorescence intensity, uHTS. 360,000 tested, 0.25% active. recombinant STEP, OMFP fluorogenic substrate. AID 588621, 2011. inhibition, % at 20 µM. Tyrosine-protein phosphatase non-receptor type 5 (Homo sapiens), P54829;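 active = inhibition at 20 µM, scaled per plate between control wells, above about 37%, limit read from the data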;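 also: 0% = DMSO with enzyme and substrate and 100% = substrate only without enzyme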
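Also added – OMFP at 25 µM · Test system – STEP tyrosine phosphatase · Technique – FITC-channel fluorescence of OMFP product · Schedule – 20 min at room temperature, dark · Evaluation – control-normalized % inhibition with plate pattern correction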
Rpn11 inh – Rpn11 (PSMD14) deubiquitinase inhibitors, primary screen, biochemical, fluorescence polarization, uHTS; human 26S proteasome, Ub4-pepOG fluorescence polarization; 20S core pre-blocked with epoxomicin; AID 588493, 2011; calls only at 20 µM; 360,000 tested, 0.59% active; 26S proteasome non-ATPase regulatory subunit 14 (Homo sapiens), O00487;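 active = inhibition at 20 µM, scaled to each plate's controls, above about 33%, limit read from the data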
Target sequence (O00487 whole entry, looked up): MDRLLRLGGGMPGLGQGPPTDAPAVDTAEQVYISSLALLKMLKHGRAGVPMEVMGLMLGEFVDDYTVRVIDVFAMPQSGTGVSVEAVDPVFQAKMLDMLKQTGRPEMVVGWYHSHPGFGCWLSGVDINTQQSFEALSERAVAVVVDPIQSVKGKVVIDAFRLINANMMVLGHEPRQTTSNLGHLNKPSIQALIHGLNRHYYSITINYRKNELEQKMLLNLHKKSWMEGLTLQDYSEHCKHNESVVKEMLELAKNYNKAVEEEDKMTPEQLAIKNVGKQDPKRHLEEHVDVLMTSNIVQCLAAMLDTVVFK
LMPTP inh – LMPTP phosphatase inhibitors, primary screen, biochemical, fluorescence intensity, uHTS. inhibition, % at 20 µM. Low molecular weight phosphotyrosine protein phosphatase (Homo sapiens), P24666. recombinant LMPTP-A, OMFP fluorogenic substrate. 360,000 tested, 0.22% active;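 active = compounds that cut the enzyme signal by at least half of the control window in the single-dose screen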;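 also: plate controls were DMSO wells with enzyme plus substrate for no effect and substrate without enzyme for full effect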
Target sequence (P24666 whole entry, looked up): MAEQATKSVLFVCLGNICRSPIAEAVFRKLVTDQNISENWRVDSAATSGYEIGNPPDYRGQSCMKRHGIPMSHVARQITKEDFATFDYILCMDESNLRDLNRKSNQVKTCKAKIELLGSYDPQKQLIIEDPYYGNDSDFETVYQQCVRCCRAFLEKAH
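Test system: LMPTP-A phosphatase enzyme; input: 0.625 nM LMPTP-A final; reagent: OMFP substrate, 400 µM final; compound dosing: 20 µM single dose, 3% DMSO; incubation: 50 min dark incubation at room temperature; measured by: endpoint fluorescence intensity from OMFP dephosphorylation; measure: % inhibition relative to no-enzyme and uninhibited control wells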
SUMO1 PPI mod – modulators of SUMO1 protein-protein interactions, primary screen, biochemical, uHTS. SUMO1 binding to a labelled peptide, TR-FRET, 1 h. 360,000 tested, 0.33% active. AID 602429, 2012. inhibition, % at 20 µM. Small ubiquitin-related modifier 1 (Homo sapiens), P63165; in the data active = inhibition above about 37%
CSN inh – inhibitors of CSN-mediated cullin deneddylation, primary screen, biochemical, fluorescence polarization, uHTS. COP9 signalosome complex subunit 5 (Homo sapiens), Q92905. Purified CSN, SCF-Nedd8-OG deneddylation. inhibition, % at 12.5 µM. 360,000 tested, 0.38% active. AID 651999, 2013;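 active = pattern-corrected inhibition above about 35%, with an unprinted fluorescence ratio check between 0.5 and 1.5, limit read from the data, passing the limit was not always enough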;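 also: 0% = enzyme with substrate and 100% = substrate without enzyme; some results filed as inactive read as strong as hits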
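Material: purified human Csn5 enzyme expressed in HEK293T cells / Medium: Tris buffer pH 7.5, NaCl, DTT, Tween-20, trehalose, ovalbumin / Compound dosing: 12.5 µM single point / Schedule: 90 min incubation of compound, enzyme and substrate at room temperature / Signal: fluorescence polarization of the substrate / Control set: no-enzyme wells high, enzyme-with-substrate wells low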
NadD block – inhibitors of S. aureus NadD, primary screen, biochemical, colorimetric, uHTS; 360,000 tested, 0.78% active; AID 602399, 2012; purified NadD enzyme, colorimetric absorbance read-out; inhibition, % at 20 µM; in the data active = inhibition above about 26%; also: some compounds past the cut are filed as inactive
MLLE-PAM2 inh – inhibitors of PABP1 MLLE–PAM2 peptide binding, primary screen, biochemical, fluorescence polarization, FITC-PAM2, GST-MLLE; Polyadenylate-binding protein 1 (Homo sapiens), P11940; inhibition, % at 20 µM; 360,000 tested, 0.36% active; in the data active = inhibition above about 35%, passing the limit was not always enough;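 also: plate controls were DMSO wells with GST-MLLE for no effect and wells lacking GST-MLLE protein for full effect; some results filed as inactive read as strong as hits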
Target sequence (P11940 whole entry, looked up): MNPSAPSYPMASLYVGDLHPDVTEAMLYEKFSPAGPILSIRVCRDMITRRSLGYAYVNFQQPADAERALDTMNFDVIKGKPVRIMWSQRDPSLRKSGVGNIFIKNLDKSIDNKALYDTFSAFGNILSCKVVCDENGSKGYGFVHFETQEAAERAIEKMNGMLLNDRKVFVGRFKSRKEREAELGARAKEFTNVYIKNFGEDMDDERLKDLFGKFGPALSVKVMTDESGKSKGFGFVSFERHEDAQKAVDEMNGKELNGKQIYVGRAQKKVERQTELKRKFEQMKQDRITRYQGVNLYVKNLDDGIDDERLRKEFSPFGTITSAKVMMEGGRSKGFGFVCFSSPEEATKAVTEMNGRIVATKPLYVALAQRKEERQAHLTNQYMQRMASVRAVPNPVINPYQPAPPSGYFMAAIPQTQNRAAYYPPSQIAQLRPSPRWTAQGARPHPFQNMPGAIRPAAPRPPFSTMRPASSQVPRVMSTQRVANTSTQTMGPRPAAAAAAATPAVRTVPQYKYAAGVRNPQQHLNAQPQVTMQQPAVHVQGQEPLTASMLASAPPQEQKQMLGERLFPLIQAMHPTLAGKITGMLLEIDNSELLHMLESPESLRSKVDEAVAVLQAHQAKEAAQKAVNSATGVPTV
TbMetRS inhib – T. brucei MetRS inhibitors, primary screen, biochemical, luminescence | methionyl-tRNA synthetase (Trypanosoma brucei brucei) | inhibition, % at 11.9 µM | purified T. brucei MetRS, ATP depletion, Kinase-Glo luminescence | 360,000 tested, 0.4% active;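 active = inhibition above a per-plate cutoff of the control wells' mean inhibition plus 3 SD, cut at about 5.5% in these data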;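 also: 0% = DMSO wells median and 100% = median of wells with control inhibitor compound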
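Material: T. brucei methionyl-tRNA synthetase, purified; reagent: substrates ATP, L-methionine and bulk Escherichia coli tRNA; dosing: 11.9 µM single point; timing: 15 min plus 2 h at 25 °C; detection: luminescence of leftover ATP; evaluation: % inhibition; control set: DMSO-only wells as low control; replicates: singlicate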
DNMT1 inh – human DNMT1 methyltransferase inhibitors, primary screen, biochemical, molecular beacon, fluorescence, HinP1I cleavage, uHTS | 360,000 tested, 0.83% active | inhibition (reported as % activation of signal), % at 10 µM | DNA (cytosine-5)-methyltransferase 1 (Homo sapiens), P26358 | AID 588458, 2011; in the data active = inhibition above about 50%
* = called active by the depositor; i = inactive; x = not tested or not shown. Hits appear at their usual frequency. About 3.6% of those tested had a hit in this group.

item	SMILES	Scp1 inh	STEP inh	Rpn11 inh	LMPTP inh	SUMO1 PPI mod	CSN inh	NadD block	MLLE-PAM2 inh	TbMetRS inhib	DNMT1 inh
1	Cc1c(CCC(=O)O)c(=O)oc2cc3oc4c(c3cc12)CCCC4	-1	-1	i	0.2	14	-1	-3	8	-1.1	91*
2	Cc1c(C(=O)Nc2cccc3cccnc23)oc2ccccc12	29	2	i	1.6	-2	2	-8	-8	0.0	9
3	CCc1cc2c(=O)n(CC)c(SC(C)C(=O)Nc3c(C)n(C)n(-c4ccccc4)c3=O)nc2s1 (stereo not given)	-6	1	i	0.4	-1	-6	-3	-9	-0.8	-3
4	O=C(O)c1cc(-c2ccc3c(c2)OCO3)nc2ccccc12	8	-5	i	-3.0	2	-3	-2	9	-0.1	7
5	Cc1cc(OCCCC(=O)NC2=NCCS2)ccc1Cl	-7	1	i	-0.8	1	3	-2	1	0.1	-5
6	Cc1ccc(S(=O)(=O)NCC(=O)OC(C)C(=O)c2ccccc2)cc1 (stereo not given)	-2	-1	i	2.2	15	-5	-2	9	-0.5	3
7	CCN(CC(=O)Nc1cc(Cl)ccc1C)C(=O)CN1C(=O)NC2(CCCC2)C1=O	2	-1	i	0.1	-6	-6	0	-39	-0.3	-1
8	CCN(C(=O)COC(=O)c1ccc2c(c1)OCO2)c1ccccc1	-4	-3	i	-1.1	5	5	-4	0	0.4	3
9	Cc1c(NC(=O)COC(=O)C2(c3ccc(F)cc3)CCCC2)c(=O)n(-c2ccccc2)n1C	11	-1	i	-0.9	2	0	-5	15	-1.1	0
10	CCCN1C(=O)c2ccc(C(=O)Nc3cc(C)ccc3O)cc2C1=O	-10	-5	i	-0.1	-12	-5	-7	7	-2.7	3
11	COc1cccc2c(=O)n(CC(=O)Nc3ccccc3)ccc12	-3	-3	i	-0.6	-4	3	-7	-6	0.1	-2
12	COc1ccc(CC(N)c2csc(NC(=O)CCc3ccccc3)n2)cc1 (stereo not given)	x	1	i	0.4	-4	4	1	19	-0.4	-9
13	Fc1ccc(CN2CCC(Cc3ccccc3)CC2)cc1F	6	0	i	-1.9	14	0	-4	13	-1.1	7
14	CCN(CC)CCNC(=O)c1cc2c(-c3cccc(OC)c3)nn(C)c2s1	39	5	i	1.9	-1	4	-8	15	-0.8	2
15	CCOC(=O)C1=C(C)N(C)C(C)=C(C(=O)OCC)C1c1ccccn1	2	2	i	-1.8	-1	0	0	-7	-0.3	4
16	C[C@H](C(=O)CC(=O)OC(C)(C)C)[C@H](O)c1ccc(C(F)(F)F)cc1	-10	2	i	1.3	-3	2	-7	-1	-0.3	2
17	CCn1c(Cc2c(C)[nH]c3ccccc23)nnc1SCC(=O)NCc1ccccc1	-3	-6	i	-1.2	4	2	1	-10	1.1	4
18	COc1ccccc1C(=O)Nc1nnc(S(=O)(=O)N2CCN(c3ccc(F)cc3)CC2)s1	-14	3	i	1.0	-1	3	17	-8	0.5	-1
19	CC1CC(C)CN(S(=O)(=O)c2cc3c(cc2Cl)NC(=O)CO3)C1 (stereo not given)	-8	0	i	-2.2	3	-1	-6	-14	-1.0	0
20	O=C(NC1CCCC1)C1CCN(C(=O)c2ccccc2Cl)CC1	-11	-1	i	-0.9	1	-1	-1	8	0.1	3
21	CC1CN(S(=O)(=O)c2ccc(C(=O)Nc3nnc(-c4ccccn4)o3)cc2)CC(C)O1 (stereo not given)	-4	0	i	-0.6	4	3	10	-7	-0.2	3
22	CN(Cc1ccccc1F)C(=O)c1ccc(Oc2ccccc2)cc1	-10	-1	i	1.9	3	-2	-3	1	-0.8	-4
23	CC1(Cc2cccc(C(F)(F)F)c2)C(=O)Nc2c(Cl)cccc21 (stereo not given)	x	-2	i	1.6	-5	2	-11	2	-0.2	19
24	O=C(CCCCCn1c(=S)[nH]c2cc3c(cc2c1=O)OCO3)N1CCN(C(=O)c2ccco2)CC1	0	3	i	-0.2	12	-1	14	-33	-0.4	-2
25	CNc1snc(C)c1C(=O)OCC(=O)c1cc(F)ccc1OC	-4	0	i	1.1	-2	5	0	2	-0.1	-7
26	OCc1ccccc1-c1cccc2nccn12	x	-4	i	-1.7	13	-12	-3	46	-0.2	4
27	O=C(NCC1COc2ccccc2O1)C1CCN(S(=O)(=O)c2cccc3nsnc23)CC1 (stereo not given)	-7	-2	i	-0.7	-25	0	7	-7	1.2	-5
28	O=C(c1ccccc1)C1CCN(C(=O)c2ccco2)CC1	1	-3	i	-2.1	-3	-2	-4	-9	-0.1	1
29	COc1ccc(C(=O)NCCn2cc(SCC(=O)NCC3CCCO3)c3ccccc32)cc1 (stereo not given)	-2	0	i	-1.7	0	-4	-4	20	-0.3	-3
30	CC(C)Oc1ccc(C(=O)OCC(=O)NCCNC(=O)COC(=O)c2ccc(OC(C)C)cc2)cc1	-8	1	i	1.8	0	-1	-10	7	-0.4	8
31	CCCc1nnc(NC(=O)c2nc(S(=O)(=O)Cc3cccc(C)c3)ncc2Cl)s1	-2	-1	i	-0.8	-1	0	5	12	-0.6	4
32	Cc1ccccc1C(=O)c1c[nH]c(C(=O)N=CN(C)C)c1	-4	-1	i	-1.5	0	-2	-5	-3	-0.3	3
33	CO/N=C/C(C#N)=C/c1ccc(OC)cc1	-4	1	i	-1.5	-24	-5	-2	13	2.0	0
34	COc1ccc(NS(=O)(=O)c2cc(C(=O)N3CCN(C/C=C/c4ccccc4)CC3)ccc2C)cc1	-6	-2	i	-7.2	-11	1	5	5	0.1	-13
35	CCOC1=C2[C@H](c3ccccc3)N(S(=O)(=O)c3ccc(C)cc3)C[C@H]2n2c(=O)n(-c3ccccc3)c(=O)n2C1	x	-1	i	1.9	0	2	12	4	-0.6	3
36	CCCSc1nnc2n(-c3ccccc3OC)c(=O)c3c4c(sc3n12)CCC4	3	-1	i	-2.0	-3	-3	6	-69	0.6	1
37	O=C(Cn1c(S(=O)(=O)Cc2ccccc2)nc2ccccc21)N1CCCCC1	-9	-2	i	-1.5	-1	5	-1	-7	-0.2	6
38	CC(C)C(NCc1c(Cl)cccc1Cl)C(=O)O (stereo not given)	-4	1	i	-0.9	-4	0	15	6	-0.6	-2
39	Cc1cc(C)n(CC(C)NC(=O)c2cc(COc3ccc(F)c(F)c3)on2)n1 (stereo not given)	-2	0	i	0.8	-3	4	-1	-3	-0.3	0
40	CC(C)CNC(=O)C(=O)N/N=C/c1cccs1	0	-2	i	1.1	-7	0	-2	2	-1.8	-2
41	Cc1cc(=O)c(C(=O)Nc2cccc(C(=O)NC3CC3)c2)nn1-c1ccccc1	x	-1	i	-2.5	-4	1	4	-20	0.0	-5
42	COc1ccc(C(=O)N2CCOCC2)cc1Br	2	-2	i	-1.6	-2	8	-4	-3	0.1	3
43	CCN(CC)S(=O)(=O)c1ccc2c(c1)c(=O)c(C(=O)NCCN(C)CCc1ccccc1)cn2C	-2	10	i	-0.2	8	-2	1	6	0.2	1
44	O=C(Nc1ccc(Cl)cn1)c1cccc(S(=O)(=O)N2CCCCCC2)c1	x	1	i	0.6	4	-1	-1	1	-0.2	-2
45	S=c1[nH]nc(-c2ccccn2)n1/N=C/c1ccc(Cl)cc1	-4	0	i	-0.8	-2	-2	6	-32	-0.9	-1
46	O=C(NCCCO)c1ccc2nc(-c3ccco3)c(-c3ccco3)nc2c1	22	8	i	0.2	45*	25	11	21	0.7	49
47	C/C(CCC(C)C)=N\NC(=S)Nc1cc(S(=O)(=O)N2CCOCC2)ccc1N1CCOCC1	-4	2	i	-0.3	4	6	17	30	0.4	-3
48	COc1ccccc1CCNC(=O)C(=O)NCC1OCCCN1S(=O)(=O)c1ccc(F)cc1C (stereo not given)	-7	8	i	2.0	8	-2	-5	0	0.0	0

Five successive records from above, for reference:
item	SMILES	Scp1 inh	STEP inh	Rpn11 inh	LMPTP inh	SUMO1 PPI mod	CSN inh	NadD block	MLLE-PAM2 inh	TbMetRS inhib	DNMT1 inh
37	O=C(Cn1c(S(=O)(=O)Cc2ccccc2)nc2ccccc21)N1CCCCC1	-9	-2	i	-1.5	-1	5	-1	-7	-0.2	6
38	CC(C)C(NCc1c(Cl)cccc1Cl)C(=O)O (stereo not given)	-4	1	i	-0.9	-4	0	15	6	-0.6	-2
39	Cc1cc(C)n(CC(C)NC(=O)c2cc(COc3ccc(F)c(F)c3)on2)n1 (stereo not given)	-2	0	i	0.8	-3	4	-1	-3	-0.3	0
40	CC(C)CNC(=O)C(=O)N/N=C/c1cccs1	0	-2	i	1.1	-7	0	-2	2	-1.8	-2
41	Cc1cc(=O)c(C(=O)Nc2cccc(C(=O)NC3CC3)c2)nn1-c1ccccc1	x	-1	i	-2.5	-4	1	4	-20	0.0	-5

Next section
item	SMILES	Scp1 inh	STEP inh	Rpn11 inh	LMPTP inh	SUMO1 PPI mod	CSN inh	NadD block	MLLE-PAM2 inh	TbMetRS inhib	DNMT1 inh
49	Cc1ccc(C)c(OCCOCCN2CC(C)OC(C)C2)c1C (stereo not given)	1	2	i	-1.1	2	6	-1	7	-2.0	0
50	Cc1noc(C(=O)N2CCN(c3ccccc3)CC2)c1Cl	-7	-2	i	-0.4	5	2	3	-7	0.7	3
51	CC(C)C[C@H]1CN([C@@H](Cc2ccccc2)CN2CCCC2CN2C(=S)NC[C@@H]2Cc2ccccc2)C(=S)N1CC1CCCCC1 (stereo not given in full)	x	x	x	2.1	1	-1	20	x	-0.7	x
52	NN=C(NN=Cc1ccccc1)c1ccccc1	-3	2	i	-0.3	0	-1	1	-20	-0.3	5
53	Cc1ccc2cc(CCNC(=O)C(=O)c3c[nH]c4ccccc34)c(=O)[nH]c2c1	-8	-2	i	0.3	14	6	-1	-7	-0.5	-5
